Source: PubChem BioAssay (several laboratories)
PKA-R1A activ: activates the PKA-R1A holoenzyme complex; PKA-R1A dissociation, Cy5-IP20 fluorescence polarization; scaled: DMSO 0%, 113 µM cGMP 100%; activation, % at 11.4 µM; 0.083% of 340,000 active; AID 504707;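 active = percent activation above the mean of all tested compounds plus 3 SD, cut at about 19% in these data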;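 note: higher means more PKAc released from R1A so a rise in polarization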
PKA-R2B activ: PKA-R2B complex activation. PKA-R2B holoenzyme dissociation, Cy5-IP20 fluorescence polarization; R2B truncated from residue 108, S112A mutant; 0% DMSO only, 100% 113 µM cGMP. activation, % at 11.4 µM. 0.079% of 340,000 active;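 active = activation above a cutoff set at the mean over all compounds plus 3 SD, cut at about 18% in these data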;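 note: higher means more holoenzyme dissociation and a rise in polarization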
Target sequence (P31323 whole entry, looked up, other chains not shown, the tested form may be a part): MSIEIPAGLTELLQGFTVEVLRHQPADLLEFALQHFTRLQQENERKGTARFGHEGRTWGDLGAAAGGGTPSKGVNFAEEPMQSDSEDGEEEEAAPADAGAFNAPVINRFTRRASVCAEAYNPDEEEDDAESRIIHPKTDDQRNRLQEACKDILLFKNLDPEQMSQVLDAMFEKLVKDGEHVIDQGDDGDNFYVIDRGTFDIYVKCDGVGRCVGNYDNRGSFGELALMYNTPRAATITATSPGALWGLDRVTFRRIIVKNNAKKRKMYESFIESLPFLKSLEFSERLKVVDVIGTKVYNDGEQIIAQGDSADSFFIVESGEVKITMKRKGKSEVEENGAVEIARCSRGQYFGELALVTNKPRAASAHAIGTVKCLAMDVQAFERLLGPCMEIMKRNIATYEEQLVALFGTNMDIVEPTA
Ecoli viability: reduces bacterial viability in AddAB counter-screen | E. coli V3065 growth, OD600 absorbance, 18 h | inhibition, % at 11.9 µM | 0.27% of 330,000 active | AID 449728;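 active = inhibition above the campaign's mean inhibition across all tested compounds plus 3 SD, cut at about 9.9% in these data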;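 note: uninfected addAB+ strain grown without phage in ampicillin broth; 0% = DMSO wells and 100% = ciprofloxacin 0.95 µg/ml wells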
PfHsp90 yeast 2: growth inhibition of yeast expressing Plasmodium Hsp90 | S. cerevisiae expressing PfHsp90, BacTiter-Glo ATP, 48 h; yeast lacking PDR1 and PDR3 efflux regulators | 0.32% of 310,000 active | AID 504621 | inhibition, % at 9.4 µM;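 active = every replicate shows inhibition above about 80%, whatever the replicate mean, limit read from the data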;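 note: 0% = DMSO neutral controls and 100% = 20 µM radicicol positive controls; yeast relying on Plasmodium falciparum Hsp90 in place of its own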
OPRM1-OPRD1 inv: inverse agonist of human OPRM1-OPRD1 heterodimerization | P35372+P41143 | cell-based MOR-DOR heterodimer luminescence, inverse agonism | inhibition, % at 9.3 µM | 0.21% of 340,000 active | AID 504357; in the data active = inhibition above about 22%, passing the limit was not always enough;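 note: 0% = cells with DMSO and 100% = wells without cells with DMSO; values of inactives mirror those of a sister screen read the other way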
HTR5A inv ctr: counter-screen for OPRM1-OPRD1 inverse agonists: human HTR5A inverse agonism; inhibition, % at 9.3 µM; AID 504634; HTR5A cell line, luminescence; 0.083% of 340,000 active; P47898; in the data active = inhibition mostly above about 23%, no sharp cut-off; inactive = mostly below about 18%;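 note: 0% = cells with DMSO and 100% = no-cell wells with DMSO; some compounds called inactive have numbers as strong as hits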
Target sequence (P47898 whole entry, looked up): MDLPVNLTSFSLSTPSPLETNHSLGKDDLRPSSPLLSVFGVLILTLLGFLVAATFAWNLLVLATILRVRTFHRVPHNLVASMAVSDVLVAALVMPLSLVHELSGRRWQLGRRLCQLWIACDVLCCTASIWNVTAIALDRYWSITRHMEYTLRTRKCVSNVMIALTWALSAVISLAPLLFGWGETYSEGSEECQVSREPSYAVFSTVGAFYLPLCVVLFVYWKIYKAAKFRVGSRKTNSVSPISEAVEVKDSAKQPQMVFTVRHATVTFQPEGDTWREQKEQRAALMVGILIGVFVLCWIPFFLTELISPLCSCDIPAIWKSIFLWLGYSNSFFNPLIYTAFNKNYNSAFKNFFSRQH
MOR-DOR ag: agonists of human mu-delta opioid receptor heterodimerization; P35372+P41143; cells, OPRM1-OPRD1 heterodimerization, luminescence; activation, % at 9.3 µM; 0.3% of 340,000 active; in the data active = activation above about 18%;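 note: 0% = vehicle-treated cells and 100% = reference agonist; values of inactives mirror those of a sister screen read the other way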
phage Ecoli inh: E. coli growth loss with phage present | growth absorbance | inhibition, % at 11.9 µM | 0.26% of 360,000 active | AID 651602; in the data active = inhibition above about 11%
Mot1-301 SUMO: inhibitors of SUMOylation pathway: yeast Mot1-301 growth rescue; S. cerevisiae Mot1-301 growth rescue, ATP luminescence, 38.5C; percent above DMSO median, 100 means doubled; growth rescue, % at 18.8 µM; AID 2716; 1% of 320,000 active;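 active = every valid replicate shows activation above 250% relative to neutral control wells; inactive = the rest, any valid replicate at or below 250%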;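 note: OY570 slx delta 5 strain wells were the positive control but not used for scaling; some compounds called inactive have numbers as strong as hits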
Tat transport: blocks Tat-dependent protein export in E. coli | E. coli MC4100 TorA-mCherry Tat export, fluorescence | inhibition, % at 10 µM | 0.036% of 340,000 active;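 active = mean replicate inhibition at least 50% and at least half of replicates individually reaching 50%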;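 note: exported cargo escapes ClpAP degradation while cytoplasmic cargo is degraded and loses fluorescence; 0% = median of neutral control wells and 100% = median of NaSCN control wells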
AddAB inh: less growth of phage-infected E. coli with AddAB. E. coli expressing H. pylori AddAB, absorbance growth. inhibition, % at 11.9 µM. 0.29% of 330,000 active. AID 435030; in the data active = inhibition above about 12%;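 note: 0% = vehicle wells of infected cells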
Starred values were filed as active, the others as inactive; nt = not tested or not shown. Rows are unselected. Share with any hit: about 2.2%.

no. | molecule | PKA-R1A activ | PKA-R2B activ | Ecoli viability | PfHsp90 yeast 2 | OPRM1-OPRD1 inv | HTR5A inv ctr | MOR-DOR ag | phage Ecoli inh | Mot1-301 SUMO | Tat transport | AddAB inh
1 | COc1ccc(C)cc1NC(=O)c1cc(S(=O)(=O)N2CCOCC2)cn1C | -14 | 10 | 1.7 | 11 | 16 | -12 | -2.9 | 3.4 | 1 | -7 | -1.0
2 | COc1cccc(C2NC(=S)NC(C)=C2C(=O)c2ccccc2)c1OC (stereo not given) | 3 | 1 | 2.2 | -15 | 17 | 7 | -3.0 | 3.0 | 470 | -2 | 2.6
3 | COc1cccc(NC(=O)C(C)Oc2ccccc2)c1 (stereo not given) | -10 | 8 | -1.3 | 0 | 17 | 2 | -2.8 | 3.2 | -26 | 0 | -0.6
4 | CCCCNC(=O)c1cc2cc(CC)ccc2[nH]1 | -2 | -6 | 1.0 | -16 | 7 | 0 | -1.5 | 3.4 | 41 | -5 | 4.3
5 | COCc1cc(C)nc2sc(C(=O)OC)c(N)c12 | 2 | -5 | 1.8 | nt | 4 | -6 | -0.7 | 3.3 | 77 | -2 | 1.2
6 | CCOC(=O)N1C(=O)c2cc(OC)ccc2S1(=O)=O | -26 | -15 | -0.2 | -1 | 15 | -2 | -2.7 | 3.0 | -6 | 0 | -1.6
7 | Cc1cccc(NC(=O)c2cnccn2)c1 | -7 | -2 | -1.6 | 11 | 7 | 14 | -1.2 | 0.6 | 5 | -3 | -0.5
8 | O=C(C1CCCN(S(=O)(=O)c2cccc3nsnc23)C1)N1CCN(c2ccccn2)CC1 (stereo not given) | -8 | -11 | -4.1 | 9 | 9 | -3 | -1.9 | 1.1 | -14 | 2 | 2.8
9 | C=CCN1C(=O)C2(NC(=O)c3ccccc3N2)c2ccccc21 (stereo not given) | 7 | 6 | -1.7 | -32 | 15 | 3 | -3.0 | 4.1 | 3 | 0 | -0.7
10 | CCc1ccc(C2CC(c3ccccc3)Nc3nc(N)nn32)cc1 (stereo not given) | 0 | 10 | 1.2 | -20 | 17 | 2 | -3.3 | 3.2 | 4 | 3 | 2.4
11 | CN1CCN(/N=C/c2nc(-c3ccccc3)n3ccccc23)CC1 | -3 | -9 | 2.2 | -1 | 5 | 5 | -0.8 | 2.9 | 2 | 14 | 4.2
12 | COc1ccc(Cl)cc1C(=O)Nc1nc2ccccc2[nH]1 | -2 | -8 | -2.5 | 25 | 1 | 10 | -0.2 | 0.3 | -13 | -1 | -0.7
13 | Nc1ncnc2nc(N3CCN(C(=O)c4ccccc4)CC3)[nH]c12 | -15 | -2 | 0.8 | -4 | 17 | -47 | -3.0 | 1.2 | nt | -2 | 3.8
14 | COc1ccc(/C=C(\C#N)C(=O)C(C)(C)n2cncn2)cc1 | -3 | -5 | 1.8 | 10 | 13 | -4 | -2.5 | 3.4 | 83 | 0 | 5.1
15 | C(=N\Nc1nc(N2CCOCC2)nc(N2CCOCC2)n1)/c1cccnc1 | -2 | -4 | 0.9 | 18 | -3 | 3 | 0.5 | 3.5 | -7 | -3 | 1.8
16 | O=C(Nc1ccccc1Cc1ccccc1)c1ccccc1F | 1 | 6 | -4.5 | 13 | -10 | -3 | 1.9 | 0.3 | -9 | 7 | 1.4
17 | NNc1nc2c(Cl)cccc2s1 | -15 | -4 | 0.8 | -5 | -2 | 31 | 0.3 | 1.9 | -10 | 0 | 1.8
18 | O=c1[nH]c(C2CCN(S(=O)(=O)Cc3ccccc3)CC2)nc2c1nnn2Cc1ccccc1 | 5 | -7 | 0.4 | -24 | -16 | -10 | 2.0 | -0.1 | -10 | 6 | 4.7
19 | O=C(c1cccc(OC2CCN(Cc3cc(F)cc(F)c3)CC2)c1)N1CCCC1 | 1 | -1 | 0.3 | 8 | 6 | -35 | -1.1 | 3.0 | 8 | 4 | 0.7
20 | O=c1[nH]c2ccccc2n1CCCSCCCn1c(=O)[nH]c2ccccc21 | 4 | 0 | -0.2 | nt | 0 | 12 | 0.0 | 2.0 | -5 | 4 | 0.4
21 | COc1ccc(NC(=O)c2cccc(N3C(=O)C4C5C=CC(C6CC56)C4C3=O)c2)cc1 (stereo not given) | -2 | -3 | 2.8 | 7 | -2 | -28 | 0.3 | 3.6 | -14 | -8 | 3.9
22 | Cc1cc(F)ccc1S(=O)(=O)Nc1ccccc1C(=O)Nc1ccccc1N1CCOCC1 | -11 | -7 | -2.5 | 10 | -5 | 11 | 0.9 | 2.4 | 5 | 13 | -0.2
23 | CC(=O)c1ccc(NC(=O)Nc2sc(NS(=O)(=O)c3ccccc3)nc2C)cc1 | 14 | 1 | -2.9 | 0 | -31 | 1 | 6.0 | 2.3 | -5 | -7 | -1.1
24 | COCCn1nnnc1C1(N(Cc2cc3cc(C)ccc3[nH]c2=O)CC2CCCO2)CCN(C)CC1 (stereo not given) | -2 | -4 | -2.3 | 3 | 11 | -12 | -2.0 | 2.3 | -6 | 4 | 0.9
25 | Cc1nc2nc(C)c(CCC(=O)NC3CCCCC3)c(C)n2n1 | 5 | 7 | -3.2 | 16 | 1 | 6 | -0.1 | 3.3 | -13 | 0 | 5.5
26 | Cc1cc(C)n(CCO)c(=O)n1 | 5 | 0 | 0.2 | -33 | -9 | 8 | 1.6 | 0.7 | -4 | -3 | -0.8
27 | CCc1nc(N)nc(N)c1-c1ccc(Cl)cc1 | -8 | 3 | -1.6 | -5 | 6 | -10 | -1.1 | 1.5 | 0 | -4 | 0.2
28 | COc1ccc(C(=O)CSc2nnc(-c3cc(C)on3)o2)cc1 | 4 | -4 | -0.8 | nt | -60 | 5 | 8.2 | 2.8 | 6 | -6 | 2.4
29 | O=C(CCC(=O)N1CCOc2ccccc21)Nc1cc(F)ccc1F | 9 | 15 | -2.1 | -16 | 0 | -10 | -0.1 | 0.6 | -4 | -10 | 4.8
30 | O=C(Cn1[nH]c(=O)c2ccccc2c1=O)NNC(=O)c1ccccc1 | -8 | -3 | 1.7 | -18 | 15 | 12 | -3.1 | -2.1 | 56 | -1 | 4.5
31 | CNC(=O)c1[nH]nc2c1CCc1ccccc1-2 | -12 | -6 | 0.5 | -12 | 19 | -7 | -3.6 | 0.2 | -2 | -3 | 0.7
32 | CCN(CC)C(=O)c1cn(CCC#N)nc1-c1ccc2ccccc2c1 | 3 | -6 | -0.9 | 9 | 4 | 8 | -0.8 | 1.6 | 9 | 5 | 0.7
33 | Cn1cc([C@@H]2C[C@H]3CN(C4CCCC4)C(=O)[C@]34CCCN24)c(-c2ccccc2)n1 | -3 | 2 | -2.4 | 12 | 17 | 1 | -3.0 | 2.8 | -1 | -7 | 2.1
34 | COc1cccc2c(=O)n(CC(=O)N3CCC(C)CC3)ccc12 | 2 | 13 | -0.4 | -4 | -3 | -30 | 0.5 | 2.4 | -10 | -11 | 1.7
35 | O=C(O)CCCCn1c(SCc2ccccc2Cl)nc2ccsc2c1=O | 1 | -15 | nt | -24 | 22 | -11 | -4.2 | 2.7 | nt | 6 | nt
36 | Cc1ccc(-c2noc(C3CCCN(C(=O)c4cccc(Cl)c4)C3)n2)o1 (stereo not given) | -6 | -3 | -0.6 | 4 | -1 | -16 | 0.1 | -0.4 | -2 | 4 | 2.2
37 | Cc1ccc(NCc2nnc(SCC(=O)c3ccc4c(c3)OCCO4)o2)c(C)c1 | -7 | -6 | -1.9 | 13 | 4 | 9 | -0.6 | 1.9 | 2 | 2 | 1.3
38 | CC(C)Sc1ncnc2[nH]ncc12 | -5 | 6 | nt | 2 | -1 | -30 | 0.2 | 1.7 | nt | 0 | nt
39 | COc1cc(/C=N/N2CCN(c3ccccc3OC)CC2)ccc1OC(C)=O | 1 | -1 | -1.6 | -16 | -5 | 24 | 1.0 | 2.1 | 14 | -4 | 0.3
40 | COc1cc2c(cc1OC)CN(C(=O)C(C)(C)C)CC2 | 0 | -2 | -1.8 | 14 | -1 | -10 | 0.2 | 1.4 | -2 | -10 | -0.5
41 | O=C(CCS(=O)(=O)c1ccccc1)Nc1nc2cc3c(cc2s1)OCO3 | 5 | -5 | 1.2 | -3 | 16 | 2 | -3.2 | 1.7 | 14 | 1 | -0.2
42 | C=CCN(c1ccccc1OC)S(=O)(=O)c1cccc(C(=O)OCC(=O)c2c[nH]c3ccccc23)c1 | -9 | 7 | -1.7 | -25 | -13 | -19 | 2.5 | 2.6 | -4 | 8 | 0.1
43 | CCOc1cc(C2C(C#N)=C(N)Oc3n[nH]c(-c4ccncc4)c32)cc([N+](=O)[O-])c1O (stereo not given) | nt | nt | -0.8 | -11 | nt | nt | nt | 3.4 | -22 | 0 | 0.2
44 | CN(C)CCN1C(=O)C(O)=C(C(=O)c2cc3ccccc3o2)C1c1cccc(Br)c1 (stereo not given) | 6 | 2 | 0.8 | -4 | 14 | -9 | -3.0 | 1.9 | 236 | 17 | -0.8
45 | CCCC(=O)N(CCN1CCOCC1)c1nc2c(OC)ccc(OC)c2s1 | 2 | 2 | -0.2 | -6 | 3 | -4 | -0.6 | -0.5 | 44 | 3 | -0.4
46 | CC[C@@H](C)[C@H](NC(=O)OC(C)(C)C)c1nnc(S(=O)(=O)Cc2cc(C)ccc2C)o1 | 8 | -5 | 1.9 | 106* | 0 | 20 | 0.1 | 1.6 | 164 | -6 | 3.0
47 | CCCNC(=O)c1ccc(SC)cc1OC | -4 | 6 | -2.4 | -3 | 8 | 5 | -1.2 | 0.5 | -10 | -11 | 0.0
48 | COc1ccc[nH]c1=O | 4 | 7 | -0.1 | -10 | 12 | -7 | -2.6 | 1.9 | -3 | -4 | 1.0
49 | Cc1cccc(-n2ccnc2SCC(=O)O)c1C | -1 | 12 | -1.4 | nt | 14 | 4 | -2.8 | 0.0 | 16 | -6 | -0.3
50 | O=C(COc1ccccc1)OCc1cc(-c2ccco2)on1 | -5 | 8 | -0.5 | 14 | 0 | -4 | -0.1 | 0.5 | -8 | 0 | 1.2
51 | CC12CCC=CC1=C(C=O)C1C2CCC2(C)C(O)CCC12 (stereo not given) | 0 | -9 | nt | -3 | 9 | -10 | -1.8 | 3.7 | nt | -13 | nt
52 | CC(C)c1ccc(S(=O)(=O)N2CCN(CCC(=O)Nc3ccc(N(C)C)cc3)CC2)cc1 | -9 | 0 | nt | 3 | -1 | -12 | 0.2 | -3.9 | nt | 0 | nt
53 | CCc1ccc(NC(=O)CNCc2ccc(OC)c(OC)c2)cc1 | 1 | -1 | -1.1 | 19 | 18 | -6 | -4.0 | 1.9 | -4 | 0 | -1.1
54 | O=C(c1ccc(Br)cc1)N1CCCC1 | 6 | -2 | -0.9 | 7 | 10 | -13 | -2.0 | 2.9 | 139 | -9 | 0.8
55 | CCOC(=O)C(Cc1c[nH]c2ccccc12)NC(=O)CNC(C)=O (stereo not given) | 3 | -2 | 0.2 | 41 | 19 | 8 | -3.7 | 1.6 | 14 | 10 | 0.7
